Bioassay records deposited in PubChem BioAssay by National Center for Advancing Translational Sciences (NCATS).
EPAC1 antag = blocks human EPAC1 exchange factor; EPAC1 GEF assay, Rap1b-BODIPY-GDP exchange fluorescence; Potency, µM (series often up to 115 µM), for inactives: at the highest dose activity change, negative = inhibition, actives largely listed as inhibitors; actives 0.14% (n = 360,000); AID 720709;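 further: plate controls were vehicle for no effect and positive control for full effect; nearly all actives have a fitted effect of over 50% in size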
TDP43 rescue = TDP-43 toxicity inhibition in yeast | TDP-43 expressing yeast growth rescue, BacTiter-Glo, 24 h | Potency, µM (highest dose often 46.1 µM), inactives show top-dose growth rescue (activation), actives largely listed as activators | actives 1.8% (n = 410,000) | AID 652104; further: % of control where 0% means no effect; nearly all actives have a fitted effect of over 50% in size
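Cell-based yeast growth screen: TDP-43 expression induced in galactose, inoculum OD600=0.02 after raffinose pregrowth to mid-log. Read-out BacTiter-Glo luminescence at 24 hr, 30 deg C; inhibition of toxicity seen as signal increase.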
PTHR1 agonist = activates the human parathyroid hormone receptor PTHR1 | HEK293 GP2 PTHR1 cells, GloSensor cAMP luminescence, 1 h | Potency, µM (doses to about 115 µM), without a hit: top-dose activation, hits mostly activators | actives 0.075% (n = 410,000); further: nearly all actives have a fitted effect of over 55% in size; some results filed as inactive show a strong effect at the top dose; inactives centre near -15; many of its hits are not listed in these tables
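HEK-293-derived GP2 cells expressing PTHR1 and a GloSensor cAMP reporter, 3,000/well, plated overnight, given luciferin plus IBMX (each 0.5 mM as added) for 1 h at 37 °C, then compound for 1 h at 37 °C. Luminescence was read after 15 min at room temperature.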
EPAC2 agonist = EPAC2 (human) agonism | EPAC2 activation, biochemical qHTS; response scale: 100% = 6.5 mM cAMP response | Potency, µM (series often up to 154 µM), for the others: top-dose activation, usual class: activators | actives 0.079% (n = 360,000); further: nearly all actives have a fitted effect of over 50% in size
Target sequence (Q8WZA2 whole entry, looked up): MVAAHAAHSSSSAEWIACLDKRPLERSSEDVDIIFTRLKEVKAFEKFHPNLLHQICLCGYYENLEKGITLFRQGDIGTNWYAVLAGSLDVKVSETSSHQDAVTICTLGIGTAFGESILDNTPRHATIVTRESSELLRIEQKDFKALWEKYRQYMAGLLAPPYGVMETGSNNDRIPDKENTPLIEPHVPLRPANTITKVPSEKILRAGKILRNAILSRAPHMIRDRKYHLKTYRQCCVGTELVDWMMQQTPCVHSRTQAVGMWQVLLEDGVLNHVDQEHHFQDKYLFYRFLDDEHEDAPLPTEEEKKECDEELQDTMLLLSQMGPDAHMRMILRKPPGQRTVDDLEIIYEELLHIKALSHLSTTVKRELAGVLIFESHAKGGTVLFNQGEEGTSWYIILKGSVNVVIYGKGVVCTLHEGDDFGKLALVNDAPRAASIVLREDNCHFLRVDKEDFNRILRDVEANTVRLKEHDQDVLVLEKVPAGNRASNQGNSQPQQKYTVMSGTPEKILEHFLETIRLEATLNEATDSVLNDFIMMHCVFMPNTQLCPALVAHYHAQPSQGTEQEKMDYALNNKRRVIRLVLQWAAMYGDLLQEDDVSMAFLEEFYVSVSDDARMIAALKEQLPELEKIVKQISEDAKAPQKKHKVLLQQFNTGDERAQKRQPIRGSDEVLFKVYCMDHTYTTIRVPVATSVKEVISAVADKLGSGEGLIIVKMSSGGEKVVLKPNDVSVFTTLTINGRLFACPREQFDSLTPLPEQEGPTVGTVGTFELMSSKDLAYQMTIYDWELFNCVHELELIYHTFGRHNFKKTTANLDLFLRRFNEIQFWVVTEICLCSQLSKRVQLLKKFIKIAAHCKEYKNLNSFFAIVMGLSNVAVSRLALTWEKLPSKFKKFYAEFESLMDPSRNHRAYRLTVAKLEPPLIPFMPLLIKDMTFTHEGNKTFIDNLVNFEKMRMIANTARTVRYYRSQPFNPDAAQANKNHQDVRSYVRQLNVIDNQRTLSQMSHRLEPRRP
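Nucleotide exchange monitored as fluorescence drop when BODIPY-GDP leaves Rap1B. Reaction: 100 nM EPAC2, 250 nM RAP1B-BODIPY-GDP, 50 uM GDP, room temperature, kinetic read over 30 min. Activity expressed relative to 6.5 mM cAMP.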
EPAC2 antag = antagonists of human EPAC2. Q8WZA2. EPAC2 GEF exchange of Rap1B-BODIPY-GDP, fluorescence. Potency, µM (series often up to 114 µM), for the others: top-dose activity, negative = inhibition, actives largely listed as inhibitors. actives 0.18% (n = 360,000); further: on the % scale 0 is the no-effect control and ±100 the full control effect; nearly all actives have a fitted effect of over 45% in size; many of its hits are not listed in these tables
aSyn yeast inh = alpha-synuclein toxicity inhibition in yeast. Yeast expressing alpha-synuclein, growth rescue, BacTiter-Glo, 24 h. Potency, µM (titrated, usually from 46.1 µM), for inactives: at the highest dose growth rescue (activation), hits mostly activators. actives 0.14% (n = 370,000); further: % of control where 0% means no effect; nearly all actives have a fitted effect of over 65% in size
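Galactose-induced alpha-syn yeast (OD600=0.02, raffinose-pregrown) + pinned cpd, 24 hr, 30 deg C; growth by BacTiter-Glo luminescence. Growth restoration scores as activation.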
FUS suppressor = suppressors of FUS proteinopathy in yeast; S. cerevisiae FUS-expressing, growth rescue, OD600, 24 h; Potency, µM (top dose mostly 76.6 µM), inactives show at the highest dose growth rescue (activation), usual class: activators; actives 0.24% (n = 390,000);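 further: plate controls were DMSO vehicle for no effect and reference control for full effect; nearly all actives have a fitted effect of over 55% in size; some results filed as inactive show a strong effect at the top dose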
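Toxicity suppression screen in FUS-yeast. Cells induced with 2% galactose, starting OD 0.005, treated 24hr at 30C with compounds at multiple final concentrations; growth by OD600.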
EPAC1 agonist = activates human EPAC1 exchange factor; actives 0.073% (n = 360,000); Potency, µM (titrated, usually from 154 µM), for inactives: top-dose activation, actives largely listed as activators; EPAC1 agonist qHTS, biochemical assay; response scale: 100% = response to 6.5 mM cAMP; O95398; further: nearly all actives have a fitted effect of over 60% in size
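EPAC1 100 nM, Rap1B–BODIPY-GDP 250 nM, unlabeled GDP 50 uM; compound titration; 5 min RT; kinetic read ex480/em540 at 5-min intervals ×30 min; data normalized to 6.5 mM cAMP agonist control.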
Active calls of the source: *; i = inactive; ? = inconclusive; . = not tested or not shown; & = joins results of further samples; [ ] = remark or other dose. The call rests on the fitted dose curve; in most records, active means well fitted curve in the direction sought with a large enough effect; inconclusive means small, poorly fitted or top-dose-only effect, or another doubt; inactive means no such curve, though single readings can be large; an effect the other way counts as inactive or inconclusive. Potency means the concentration at half of the fitted maximal effect.

SMILES	EPAC1 antag	TDP43 rescue	PTHR1 agonist	EPAC2 agonist	EPAC2 antag	aSyn yeast inh	FUS suppressor	EPAC1 agonist
N#C/C(=C\c1ccc(-c2ccccc2Cl)o1)C(=O)Nc1nc2ccccc2s1	9%	-2%	i	13%	7%	-5%	-9%	15%
CC1(C(=O)NS(=O)(=O)C2CC2)CCCN(C(=O)/C=C/c2ccccc2)C1 (centres undefined)	11%	19%	-6%	-5%	21%	-6%	-17%	-3%
Cc1ccc(SCC(=O)NCc2ccccc2)cc1	-2%	14%	-17%	9%	-4%	4%	-24%	13%
O=C(NCCc1cn2ccccc2n1)C1CCCCC1	13%	21%	i	4%	7%	6%	-15%	6%
O=c1[nH]c2cc3c(cc2cc1CN(CCO)S(=O)(=O)c1ccccc1)OCCO3	-7%	-6%	-9%	5%	3%	0%	-3%	12%
CCn1cc(-c2ccccc2)c(C(=O)O)c1-c1ccc(OC)cc1	-2%	28%	-1%	5%	5%	2%	-21%	-2%
CC(=O)Nc1ccc(NC(=O)c2ccc(-c3ccc([N+](=O)[O-])cc3)o2)cc1	15%	-10%	-6%	5%	-3%	-4%	2%	5%
Cc1ccc(S(=O)(=O)CC(=O)Nc2ccc(S(=O)(=O)Nc3onc(C)c3C)cc2)cc1	3%	-4%	-2%	8%	2%	-1%	-10%	7%
CCN(CC)C(=O)C1CCCN(C(=O)CCn2nnnc2CN2CCOCC2)C1 (centres undefined)	-7%	23%	i	4%	-5%	-2%	-10%	1%
O=C(CN1C(=O)C2C3C=CC(C3)C2C1=O)N1CC=C(c2ccccc2)CC1 (centres undefined)	23%	8%	-35%[inhibitor]	-12%	-4%	7%	-2%	1%

The results go on:
SMILES	EPAC1 antag	TDP43 rescue	PTHR1 agonist	EPAC2 agonist	EPAC2 antag	aSyn yeast inh	FUS suppressor	EPAC1 agonist
COc1ccc(/C=C/C(=O)c2ccc[nH]2)cc1OC	-9%	?	i	0%	-20%[57.1 µM]	17%	7%	1%
COCCN(C(=O)COC(=O)C1CC1C)c1c(N)n(Cc2ccccc2)c(=O)[nH]c1=O (centres undefined)	-17%	0%	-17%	8%	1%	-5%	4%	4%
c1cc(-c2ccsc2)n2cnnc2c1	-6%	8%	-24%	7%	-10%	8%	-11%	-5%
CCOc1ccc([C@@H]2CC=C(C(=O)O)[C@H](c3ccc(F)cc3)N2S(=O)(=O)c2ccc(C)cc2)cc1	-5%	?	i	-10%	12%	-32%[inhibitor]	?	10%
Cc1cc(C)cc(NC(=O)Nc2cc(-c3ccccc3)nn2C)c1	2%	2%	-7%	-1%	-8%	2%	15%	1%
c1ccc(-c2nc(C3CCCCC3)c3sccc3n2)cc1	10%	9%	-10%	2%	2%	1%	-19%	6%
O=C(CC(=O)c1c(F)cccc1Cl)c1ccccc1O	-24%	-8%	-56%[inhibitor]	21%	-5%	19%	31%	9%
Cc1cc(NC(=O)c2ccc3nccnc3c2)ccc1Br	9%	?	-39%[inhibitor]	-12%	5%	-6%	.	0%
O=C(NNC(=S)NCc1ccc(Cl)cc1)c1ccc2c(c1)OCO2	-3%	-1%	i	4%	-3%	-2%	14%	2%
CNc1cccc(-c2cc(OC)ccc2OC)n1	6%	2%	4%	-2%	-19%	-2%	-16%	-9%

Carrying on.
SMILES	EPAC1 antag	TDP43 rescue	PTHR1 agonist	EPAC2 agonist	EPAC2 antag	aSyn yeast inh	FUS suppressor	EPAC1 agonist
CCOC(=O)c1cccnc1SCC(=O)NC(C)CC (centres undefined)	-9%	-5%	i	10%	-5%	-14%	26%	2%
COc1ccc(C(C)=O)cc1CN1C(=O)C(C)ON=C1c1ccccn1 (centres undefined)	3%	22%	-19%	-4%	16%	8%	-23%	-9%
COc1cc(C(=O)OCc2nc3ccsc3c(=O)[nH]2)c([N+](=O)[O-])cc1OC	-7%	0%	-4%	11%	4%	-4%	16%	0%
O=[N+]([O-])c1sccc1CS(=O)(=O)c1ccccc1	5%	-8%[1.82 µM]	-24%	4%	-6%	12%	-9%	2%
Nc1ncnc(N(c2ccccc2)C2CCCCC2)c1[N+](=O)[O-]	3%	-12%	i	1%	4%	3%	3%	-2%
Cn1cnnc1SCCn1c(N2CCCCC2)nc2c1c(=O)[nH]c(=O)n2C	1%	2%	16%	7%	9%	-10%	6%	-8%
Cc1[nH]c2ccccc2c1C(c1ccccn1)c1c(C)[nH]c2ccccc12	-8%	5%	-10%[57.5 µM]	-9%	9%	-3%	13%	-2%
Cc1nccn1CCCN1C(=O)OC2(CCCCC2)C1(C)O (centres undefined)	1%	4%	i	7%	0%	-15%	-7%	-7%
O=C(O)c1ccc(N=Nc2c(O)[nH]c3cc(Cl)ccc23)cc1	29%	11%	-30%	8%	-11%	-5%	-3%	?
O=C(c1ccc2c(c1)OCO2)N1CCC2(CC1)Oc1ccc(F)cc1C(=O)C21CC(c2ccccc2)=NO1 (centres undefined)	0%	-1%	-19%	13%	3%	8%	?	2%

(further entries)
SMILES	EPAC1 antag	TDP43 rescue	PTHR1 agonist	EPAC2 agonist	EPAC2 antag	aSyn yeast inh	FUS suppressor	EPAC1 agonist
CCOC(=O)CC(=O)c1cc(OC)c(OC)c(OC)c1	7%	16%	i	0%	7%	-7%	0%	-3%
CCOC(=O)C1CCN(Cc2cc(=O)oc3cc(C)c(Cl)cc23)CC1	-15%	1%	-28%	4%	-17%	-4%	11%	10%
Cn1ncc([N+](=O)[O-])c1C(=O)Nc1ccc(C2CCCCC2)cc1	12%	-16%	-1%	-2%	6%	-2%	14%	1%
COc1cc(/C=C/C(=O)OCC(=O)N2CCC(C)CC2)ccc1O	-6%	13%	-8%	-2%	-5%	-3%	21%	18%
Nc1ncncc1-c1ccc(Cl)cc1	2%	-7%	-10%	7%	6%	-4%	26%	8%
Cc1cn(CC(=O)NCC2CCCO2)c(=O)[nH]c1=O (centres undefined)	-25%	-4%	?	4%	5%	-1%	-35%	-14%
O=C(CCc1ccccc1)Nc1nc2c(F)cc(F)cc2s1	7%	-7%	-7%	-16%	-6%	-12%	-12%	10%
C=CC(=O)Nc1cccc(CN2C(=O)N(c3cc(OC)cc(OC)c3)Cc3cnc(NCCCCN(CC)CC)nc32)c1	-17%	-37%[inhibitor]	0%	11%	0%	3%	39%	-8%
O=C(c1cnc2ccc(Cl)cc2c1Cl)N1CCOCC1	-17%	2%	-51%[inhibitor]	4%	-1%	0%	12%	7%
CCN(CC)Cc1csc(C(N)=O)c1	-7%	-1%	i	0%	-2%	-1%	0%	7%

The list goes on:
SMILES	EPAC1 antag	TDP43 rescue	PTHR1 agonist	EPAC2 agonist	EPAC2 antag	aSyn yeast inh	FUS suppressor	EPAC1 agonist
CCOC(=O)c1ccccc1NCN1C(=O)CSC1=O	10%	-24%	?	1%	4%	1%	-22%	-6%
c1ccc(-c2ccccc2OCCOCCN2CCCCC2)cc1	-6%	8%	i	2%	8%	-1%	6%	6%
COc1ccc(S(=O)(=O)N2CCN(C(=O)c3cnc(C)cn3)CC2)cc1	7%	-7%	i	-11%	5%	?	6%	2%
Cc1ccc([C@H]2C[C@H](n3cc(-c4ccc(F)cc4)nn3)[C@@H](O)CN2C(=O)C2CCCCC2)cc1	-24%	23%	-19%	3%	-7%	-2%	28%	3%
Cc1cc(C)nc(N2CCCC(C(=O)NCc3cccs3)C2)n1 (centres undefined)	-1%	-20%	-4%[57.5 µM]	-5%	2%	-6%	21%	5%
CCCOC(=O)c1c(-c2ccc(C)cc2C)csc1NC(=O)C1C2CCC(O2)C1C(=O)O (centres undefined)	-1%	31%	-63%[inhibitor]	-15%	-5%	-27%	.	-4%
COc1c(OC)c(O)c2c(=O)c(O)c(-c3ccccc3)oc2c1OC	?	-23%	-51%[inhibitor]	-8%	2%	8%	-27%	-3%
CC(C)c1ccccc1OCCNC(=S)NC(=O)c1cccnc1	-4%	19%	-25%	13%	?	14%	-8%	-3%
Cn1c(=O)[nH]c(=O)c2c1nc(CN1CCOCC1)n2CCc1ccccc1	12%	-15%	i	7%	-1%	-12%	-13%	5%
O=C(O)c1cccc(-c2csc(C(O)c3ccccc3)n2)c1 (centres undefined)	-2%	?	-39%[inhibitor]	11%	0%	3%	-12%	-5%

The results go on:
SMILES	EPAC1 antag	TDP43 rescue	PTHR1 agonist	EPAC2 agonist	EPAC2 antag	aSyn yeast inh	FUS suppressor	EPAC1 agonist
COc1ccc(-c2cc(C(F)F)n3ncc(C(=O)n4ccnc4C)c3n2)cc1	5%	-11%	i	14%	-9%	13%	35%	1%
COC(=O)C(C)Sc1nnc(Cc2cc(=O)[nH]c(=O)[nH]2)n1-c1cccc(OC)c1 (centres undefined)	-7%	0%	-25%	5%	1%	0%	-15%	10%
COc1cc(SC)ccc1C(=O)NCCOc1ccc(C)c(C)c1	-6%	-4%	-6%	4%	-8%	10%	.	8%
c1coc(-c2nc(-c3ccco3)c(-c3ccco3)nc2-c2ccco2)c1	?	-20%	-7%[57.5 µM]	-1%	7%	27%&20%	57%	6%
CCc1nc2c(OCC(=O)c3ccc(F)cc3)cccn2c1N(C)C(=O)c1ccccc1F	-3%	19%	-20%	6%	0%	1%	9%	2%
O=C(CSc1nc2ccccc2o1)Nc1ccc(N2CCOCC2)cc1	-13%	-1%	-24%	8%	-9%	0%	?	14%
CCOc1ccccc1NC(=O)CCn1nc(C)c(S(=O)(=O)N2CCCCC2)c1C	-30%	-7%&16%	-4%	5%	7%	-1%	-5%&1%	6%
CCOC(=O)c1cc(C(=O)OCC)cc(-n2cc(O)c(C(=O)OCC)n2)c1	-2%	-16%	-7%	-15%	6%	-2%	19%	-7%
CN(C)CCCN1CC(C(=O)O)CC1=O (centres undefined)	-12%	-16%	-14%	6%	-4%	-4%	-9%	5%
O=S(=O)(NCCSc1ccccn1)c1ccc(Cl)cc1	-22%	?	-4%	8%	-4%	2%	7%	2%

The results go on:
SMILES	EPAC1 antag	TDP43 rescue	PTHR1 agonist	EPAC2 agonist	EPAC2 antag	aSyn yeast inh	FUS suppressor	EPAC1 agonist
O=C(Nc1cccc2ncccc12)c1ccc(OCc2ccccc2)cc1	15%	28%	-66%[inhibitor]	-2%	-5%	4%	-27%	-3%
CCCCC(c1nnnn1CCOC)N1CCN(Cc2ccccc2)CC1 (centres undefined)	0%	8%	-5%	-5%	0%	3%	11%	0%
CCc1nc(N2CCN(C(C)=O)CC2)c2c3c(sc2n1)CC(C(C)(C)C)CC3 (centres undefined)	-21%	15%	-33%	-16%	-22%	6%	-10%	6%
CCCCN(C)C(=S)Nc1ccsc1C(=O)OC	-1%	11%	i	6%	1%	-19%	-2%	-5%

The list is partial. The share of hits here may be higher or lower than overall.
